FadD28 binding = M. tuberculosis FadD28 bisubstrate binding inhibition. FadD28 bisubstrate probe binding, fluorescence polarization. inhibition, % at 12.5 µM. 360,000 tested, 0.22% active. AID 588549; in the data active = inhibition above about 8.5%, passing the limit was not always enough; inconclusive = no clear call, values can overlap the other calls
MazEF act = MazEF (E. coli) toxin RNase activation. activation, % at 20 µM. FAM/BHQ RNA-DNA oligo cleavage fluorescence, 5 h. P0AE70. 350,000 tested, 0.32% active. AID 504720; in the data active = activation above about 50%
Target sequence (P0AE70 whole entry, looked up): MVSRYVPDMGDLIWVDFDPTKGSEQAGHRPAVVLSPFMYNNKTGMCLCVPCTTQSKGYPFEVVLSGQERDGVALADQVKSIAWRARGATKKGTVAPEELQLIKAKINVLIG
Mtb FBA inh = Mtb fructose-bisphosphate aldolase inhibition | inhibition, % at 1 µM | purified M. tuberculosis FBA, fluorescence read-out | P9WQA3 | 360,000 tested, 2.3% active; in the data active = inhibition above about 27%;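 note: 0% = vehicle and 100% = reference inhibitor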
Target sequence (P9WQA3 whole entry, looked up): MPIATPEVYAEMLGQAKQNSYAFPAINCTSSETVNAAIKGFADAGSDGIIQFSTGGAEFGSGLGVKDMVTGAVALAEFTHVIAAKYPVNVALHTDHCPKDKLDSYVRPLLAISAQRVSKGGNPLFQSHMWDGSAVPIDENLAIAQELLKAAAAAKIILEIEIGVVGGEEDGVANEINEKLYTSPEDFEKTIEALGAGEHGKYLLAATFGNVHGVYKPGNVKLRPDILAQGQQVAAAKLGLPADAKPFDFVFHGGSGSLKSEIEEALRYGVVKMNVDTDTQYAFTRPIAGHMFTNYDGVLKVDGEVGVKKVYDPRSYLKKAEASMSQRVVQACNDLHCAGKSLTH
VHR inh abs = blocks human VHR1 dual specificity phosphatase; 290,000 tested, 0.52% active; inhibition, % at 13.3 µM; AID 1654; recombinant VHR phosphatase, pNPP absorbance; in the data active = inhibition above about 50%; note: some compounds called inactive have numbers as strong as hits
Target sequence (P51452 whole entry, looked up): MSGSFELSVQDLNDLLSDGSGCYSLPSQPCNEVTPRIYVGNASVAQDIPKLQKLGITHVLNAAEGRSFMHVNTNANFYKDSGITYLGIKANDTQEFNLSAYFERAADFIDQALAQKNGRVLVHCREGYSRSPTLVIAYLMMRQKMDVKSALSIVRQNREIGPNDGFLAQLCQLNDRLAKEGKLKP
Mtb UGM inh = blocks M. tuberculosis UGM enzyme | P9WIQ1 | purified UGM, fluorescence polarization probe displacement | inhibition, % at 10 µM | 320,000 tested, 0.06% active; in the data active = inhibition above about 10%, passing the limit was not always enough; inconclusive = no clear call, values can overlap the other calls
Target sequence (P9WIQ1 whole entry, looked up): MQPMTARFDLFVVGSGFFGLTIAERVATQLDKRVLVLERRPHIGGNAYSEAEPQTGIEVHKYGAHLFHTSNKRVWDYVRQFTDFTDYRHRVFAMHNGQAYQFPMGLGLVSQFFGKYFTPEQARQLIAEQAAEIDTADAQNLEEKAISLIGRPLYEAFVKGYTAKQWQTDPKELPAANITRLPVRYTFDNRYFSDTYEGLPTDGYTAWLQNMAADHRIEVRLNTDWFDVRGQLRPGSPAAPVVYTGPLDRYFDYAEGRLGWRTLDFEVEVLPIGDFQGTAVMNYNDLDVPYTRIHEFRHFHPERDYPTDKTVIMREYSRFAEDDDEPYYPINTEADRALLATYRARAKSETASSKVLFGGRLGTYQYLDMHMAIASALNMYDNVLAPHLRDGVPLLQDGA
CCHFV vOTU inh = CCHFV vOTU protease inhibition; Pep-AMC fluorescence; inhibition, % at 11.5 µM; 370,000 tested, 0.55% active; AID 651958; note: 0% = vehicle wells with enzyme and 100% = no enzyme wells
BoNT-F LC inh = inhibitors of Botulinum neurotoxin F light chain protease; Multiplex microsphere protease cleavage assay, flow cytometry; AID 588497; 360,000 tested, 0.22% active; inhibition, % at 10 µM; in the data active = inhibition above about 35%, passing the limit was not always enough; inconclusive = no clear call, values can overlap the other calls; note: plate controls were buffer without enzyme for full effect and enzyme alone for no effect
GDH-TPI counter = counter-screen for M. tuberculosis FBA inhibitors: GDH-TPI coupled enzymes; GDH-TPI coupled enzyme counterscreen, NADH absorbance; inhibition, % at 4.8 µM; 360,000 tested, 1.2% active; AID 588335;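 note: 0% = DMSO wells and 100% = wells lacking the enzyme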
Rv3671c protease = inhibitors of M. tuberculosis serine protease Rv3671c | inhibition, % at 5.96 µM | AID 2606 | 320,000 tested, 0.048% active | P9WHR9; in the data active = inhibition above about 38%;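 note: extracellular domain of Rv3671c used as enzyme; 0% = enzyme with DMSO and 100% = no enzyme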
Mtb BioA inh = inhibitors of Mycobacterium tuberculosis BioA enzyme | purified M. tuberculosis BioA enzyme, plate reader | inhibition, % at 9.99 µM | 360,000 tested, 0.096% active; in the data active = inhibition above about 40%; inconclusive = no clear call, values can overlap the other calls
The depositor's hits bear a star; ? = inconclusive; nt = not tested or not shown. Cut-off read from the data, not from the text of the source, unless noted: active = inhibition above about 30%; inactive = the rest.

SMILES | FadD28 binding | MazEF act | Mtb FBA inh | VHR inh abs | Mtb UGM inh | CCHFV vOTU inh | BoNT-F LC inh | GDH-TPI counter | Rv3671c protease | Mtb BioA inh
CCOC(=O)C1=C(C)NC2=C(C(=O)OC2)C1c1ccccc1 (centres undefined) | -4.8 | 9 | 2 | 13 | 2.8 | 1 | 2 | 10 | 2 | nt
Cc1ccc(S(=O)(=O)N(CC(=O)Nc2ccccc2C(=O)O)c2ccccc2)cc1 | -5.1 | -1 | 6 | 19 | 1.0 | -2 | 1 | 4 | 4 | nt
CC(NC(=O)C1CCCN(C(=O)c2ccc(Cl)cc2)C1)c1cccc(C(F)(F)F)c1 (centres undefined) | -2.3 | -1 | 4 | nt | 1.4 | 6 | -2 | -1 | 2 | 0.7
CCCn1c2ccccc2c2cnn(CC(=O)NC3CCCC(C)C3C)c(=O)c21 (centres undefined) | -2.7 | -3 | 1 | -25 | -3.6 | -5 | 0 | -2 | 0 | -1.6
CSCC[C@H](NC(=O)NCCC1=CCCCC1)C(=O)O | -0.6 | 4 | 1 | 1 | 2.5 | -7 | -2 | 13 | 3 | -1.1
COc1ccc(CCNC(=O)c2cc3c(=O)n4cccc(C)c4nc3n(CC3CCCO3)c2=N)cc1 (centres undefined) | -6.4 | 14 | 20 | -2 | 2.7 | -4 | 5 | 5 | 1 | 0.8
CCOC(=O)c1nc(-c2ccccc2)sc1C(C)=O | -2.3 | 0 | -3 | 20 | -0.2 | 9 | ? | 8 | -1 | nt
COc1ccc(OCC(=O)NNC(=S)NC(=O)c2ccc([N+](=O)[O-])cc2)cc1 | nt | 7 | -5 | 35 | 0.2 | 1 | 6 | -3 | 5 | -1.2
CCCCNC(=O)c1cc(-c2ccc(OC)c(OC)c2)on1 | 0.7 | 12 | 1 | 0 | -1.0 | -1 | -14 | 5 | -1 | 0.0
CCOC(=O)[C@@H]1[C@H]2COc3ccccc3[C@H]2N2C(=O)N(c3ccc(Cl)cc3)C(=O)[C@@]12C | -1.7 | 0 | 2 | 32 | -2.6 | nt | -2 | 13 | -9 | -0.6
CCOC(=O)c1ccc(S(=O)(=O)NC2CCC(C)CC2)cc1 (centres undefined) | -0.3 | -8 | 2 | nt | -1.5 | 16 | 3 | 6 | -8 | -9.8
COc1ccc(C(C)=O)cc1CN1C(=O)C(Cc2ccccc2)ON=C1c1ncccc1C (centres undefined) | -2.1 | nt | -1 | nt | nt | 7 | -5 | 5 | nt | 0.7
CCOC(=O)C1=C(COC(=O)/C=C/c2ccccc2F)NC(=O)NC1C (centres undefined) | -2.0 | 5 | -1 | nt | -0.3 | -1 | -4 | 0 | -1 | -1.0
Cc1ccc(N2CC(C(=O)NC3=NCCS3)CC2=O)cc1 (centres undefined) | -3.5 | 4 | -1 | 19 | -3.9 | 24 | 5 | 2 | 10 | 0.2
COCCn1c(SCC(=O)N2CCC(C)CC2)nc2c(c1=O)SCC2 | -1.3 | 2 | 0 | -6 | -3.4 | 14 | -3 | 10 | 4 | 7.5
COc1ccc(-c2ccc3c(c2)[C@@H]2C[C@H]4[C@@H](C(=O)N2CC3)[C@H](C)ON4C)cc1 | -2.8 | 6 | 0 | nt | nt | -2 | -3 | -9 | nt | 1.7
Cc1cccc([N+](=O)[O-])c1NC(=O)COC(=O)c1nc2nccc(C)n2n1 | -1.5 | 8 | -2 | nt | -0.7 | 0 | -1 | 2 | -6 | -2.2
CC(C)(C)c1ccc(/C=C/C(=O)N2CCCCC2)cc1 | -0.8 | 6 | 6 | 9 | nt | 5 | -1 | 6 | nt | -0.3
O=S(=O)(NCc1nnc2ccccn12)c1ccc(Cl)cc1 | 0.8 | 4 | 7 | nt | -1.6 | -15 | -17 | -4 | 4 | -1.3
COc1cccc2cc(C(=O)NCc3ccc(Cl)cc3)c(=N)oc12 | -3.1 | 7 | -1 | 24 | -0.2 | 5 | 7 | 2 | -3 | -1.9
CCc1cc(C(=O)OC)c(NC(=O)CC2SC(=NC)N(C)C2=O)s1 (centres undefined) | -0.1 | 4 | 1 | 26 | -1.6 | -2 | -4 | 3 | -2 | nt
O=C(NN=Cc1ccc(N(CCCl)CCCl)cc1)c1cccnc1 | ? | 1 | -1 | nt | nt | 20 | -6 | 38* | nt | 7.5
Cc1ccsc1/C=N/NC(=O)c1nnn(-c2nonc2N)c1C | nt | 5 | 1 | 56* | 3.5 | 6 | 2 | 31* | -13 | -0.2
COc1ccc(CN2[C@@H](CC(=O)O)c3ccccc3S2(=O)=O)cc1 | -4.1 | -12 | -1 | nt | 1.8 | 19 | 4 | 3 | 3 | -1.5
O=C(NCCO)C(=O)NCC(c1ccc2c(c1)OCO2)N1CCN(c2ccc(F)cc2)CC1 (centres undefined) | 0.2 | 3 | 3 | 16 | 3.1 | 13 | -2 | 3 | -3 | -0.2
CCN(CC)c1ccc(S(=O)(=O)N2CCOCC2)cc1NC(=O)CN1C(=O)NC2(CCCC2)C1=O | 1.8 | 1 | 3 | -2 | -9.5 | 3 | 0 | -5 | 5 | 0.8
N#CC1=C(N)SC(N)=C(C#N)C1c1cccc(Oc2ccccc2)c1 | -36 | -13 | 4 | 7 | 0.5 | 8 | 18 | 22 | -22 | nt
N#CC1=C(N)C(C#N)(C#N)C(c2cccnc2)C2COCC=C12 (centres undefined) | -3.7 | 33 | -2 | nt | 1.7 | -12 | -1 | -7 | 1 | 1.1
Cc1cc(C)c(NC(=O)CN(C)CC(=O)Nc2cccc(S(=O)(=O)N(C)c3ccccc3)c2)c(C)c1 | -3.3 | -8 | 0 | nt | -0.1 | 12 | 2 | -2 | -5 | -0.2
O=C(c1cccnc1)N1CCCC(Nc2ccc(F)cc2)C1 (centres undefined) | 1.0 | 7 | 3 | 27 | 1.4 | 24 | -3 | 0 | 4 | 1.1
CCc1ccc2[nH]c(C)c(CN3CCCCCC3)c(=O)c2c1 | -7.4 | 16 | 1 | 20 | -0.4 | -5 | -10 | 6 | -7 | -1.1
Cc1c(C(=O)Oc2ccc(-c3cnc4ccccc4n3)cc2)cccc1[N+](=O)[O-] | 0.3 | -3 | -1 | 7 | -3.1 | 9 | 1 | 7 | 6 | -1.6
CC1=NNC(=O)C1CCC(=O)N/N=C/C(Br)=C/c1ccccc1 (centres undefined) | -3.9 | 3 | -5 | 13 | 0.3 | 5 | -4 | 6 | 31 | nt
CC(=O)c1c(C)nc(-c2ccc(Cl)cc2)nc1NC(=O)C(C)C | 0.3 | 0 | 7 | -2 | 0.0 | -6 | -7 | 2 | 5 | 0.1
COc1ccc(/C=C/C(=O)Nc2cccc(S(=O)(=O)N3CCCC3)c2)cc1OC | -4.2 | -9 | 7 | 6 | -0.8 | 8 | 1 | 22 | -14 | 0.6
COc1ccc(-c2nc3cc(NC(=O)c4ccc5c(c4)OCO5)ccc3o2)cc1 | 0.4 | -33 | -1 | -12 | 0.2 | -7 | -18 | 15 | 7 | -2.6
Cc1cc(C(=O)CCC(=O)NCC(=O)Nc2c(C)cccc2C)c(C)s1 | 0.7 | -2 | 2 | nt | -1.4 | -2 | -7 | 7 | -12 | -5.4
O=C(Nc1nccs1)c1ccc(Cl)c(S(=O)(=O)N2CCCCC2)c1 | -3.8 | 10 | -1 | 25 | 1.4 | 18 | -3 | 16 | -10 | 1.3
O=C(NC1CCCCC1)C(c1ccccc1)N1CCC2(CC1)OCCO2 (centres undefined) | -0.7 | -7 | 2 | 4 | 1.4 | 9 | -19 | -6 | 3 | -2.2
Cc1ccccc1C(=O)Nc1ccc2nc3n(c(=O)c2c1)CCC3 | -0.4 | 5 | 3 | 9 | 3.4 | 12 | -2 | 0 | -7 | 0.5

No new results follow: entries from further up.
SMILES | FadD28 binding | MazEF act | Mtb FBA inh | VHR inh abs | Mtb UGM inh | CCHFV vOTU inh | BoNT-F LC inh | GDH-TPI counter | Rv3671c protease | Mtb BioA inh
O=C(NC1CCCCC1)C(c1ccccc1)N1CCC2(CC1)OCCO2 (centres undefined) | -0.7 | -7 | 2 | 4 | 1.4 | 9 | -19 | -6 | 3 | -2.2
Cc1ccccc1C(=O)Nc1ccc2nc3n(c(=O)c2c1)CCC3 | -0.4 | 5 | 3 | 9 | 3.4 | 12 | -2 | 0 | -7 | 0.5

Next part
SMILES | FadD28 binding | MazEF act | Mtb FBA inh | VHR inh abs | Mtb UGM inh | CCHFV vOTU inh | BoNT-F LC inh | GDH-TPI counter | Rv3671c protease | Mtb BioA inh
O=C(Nc1ccccc1N1CCCCC1)c1cccc(OC(F)F)c1 | -0.7 | 3 | -1 | 7 | -2.2 | 3 | 6 | 4 | 0 | -1.3
COc1ccc(Nc2nc(NCc3ccco3)nc(N/N=C/c3ccccc3)n2)cc1 | -3.5 | 4 | 2 | 7 | -0.6 | 5 | 4 | 2 | -9 | 0.0
COc1cc(CNCCNC(=O)c2nonc2N)ccc1OCc1ccc(Cl)nc1 | -5.2 | 5 | 0 | 10 | 0.0 | 7 | -9 | -2 | 8 | 1.4
O=C(COc1ccc(F)cc1F)N1CCCCCCC1 | -4.4 | -2 | -1 | 17 | 0.7 | -12 | -10 | -11 | -4 | 11
O=C(NCCc1c[nH]c2ccc(Cl)cc12)c1ccc([N+](=O)[O-])cc1 | -0.6 | -2 | 0 | 23 | -0.7 | 0 | 0 | 11 | 9 | -2.1
COC(=O)c1sccc1NC(=O)c1ccc(Br)o1 | -5.7 | -4 | -1 | 23 | -2.7 | 3 | 4 | 4 | -5 | -1.0
COc1ccc(-c2noc(Cc3cccs3)n2)cc1 | 1.1 | -2 | 2 | 30 | -1.1 | 7 | -2 | -6 | 0 | -1.3
Cc1ccc(-n2nc3c(=O)n(CCCC(=O)NCC(C)c4ccccc4)nc(C)c3c2C)cc1 (centres undefined) | -3.6 | 8 | 0 | 7 | 2.1 | 15 | 2 | 2 | -6 | 1.1
O=C(NN=Cc1cccc(O)c1O)c1ccccc1 | -0.2 | nt | 1 | nt | nt | 15 | -12 | nt | nt | nt
O=c1[nH]c(Cc2ccccc2Cl)nc2ccccc12 | -0.9 | 2 | 0 | 17 | 1.2 | 5 | -3 | 1 | 1 | nt
CN(Cc1ccccc1)C(=O)c1ccc(NC(=O)Cc2ccc([N+](=O)[O-])cc2)cc1 | -4.7 | 2 | 0 | nt | -0.1 | -6 | -8 | -13 | 0 | -0.4
COC(=O)c1cccc(N(C(=O)c2ccco2)C(C(=O)NC2CCCC2)c2ccc(N3CCOCC3)cc2)c1 (centres undefined) | -0.9 | 9 | 1 | 42 | -2.7 | -2 | 2 | -6 | -4 | 1.9

Molecules above that have fluorine (6):
SMILES | FadD28 binding | MazEF act | Mtb FBA inh | VHR inh abs | Mtb UGM inh | CCHFV vOTU inh | BoNT-F LC inh | GDH-TPI counter | Rv3671c protease | Mtb BioA inh
CC(NC(=O)C1CCCN(C(=O)c2ccc(Cl)cc2)C1)c1cccc(C(F)(F)F)c1 (centres undefined) | -2.3 | -1 | 4 | nt | 1.4 | 6 | -2 | -1 | 2 | 0.7
CCOC(=O)C1=C(COC(=O)/C=C/c2ccccc2F)NC(=O)NC1C (centres undefined) | -2.0 | 5 | -1 | nt | -0.3 | -1 | -4 | 0 | -1 | -1.0
O=C(NCCO)C(=O)NCC(c1ccc2c(c1)OCO2)N1CCN(c2ccc(F)cc2)CC1 (centres undefined) | 0.2 | 3 | 3 | 16 | 3.1 | 13 | -2 | 3 | -3 | -0.2
O=C(c1cccnc1)N1CCCC(Nc2ccc(F)cc2)C1 (centres undefined) | 1.0 | 7 | 3 | 27 | 1.4 | 24 | -3 | 0 | 4 | 1.1
O=C(Nc1ccccc1N1CCCCC1)c1cccc(OC(F)F)c1 | -0.7 | 3 | -1 | 7 | -2.2 | 3 | 6 | 4 | 0 | -1.3
O=C(COc1ccc(F)cc1F)N1CCCCCCC1 | -4.4 | -2 | -1 | 17 | 0.7 | -12 | -10 | -11 | -4 | 11

Screening results (PubChem BioAssay)
